# SUMO Mot1 rescue: SUMOylation pathway inhibition by Mot1-301 growth rescue; S. cerevisiae Mot1-301 growth rescue, ATP luminescence, 38.5C; percent above DMSO median, 100 means doubled; growth rescue, % at 18.8 µM; 320,000 tested, 1% active; AID 2716;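 active = every valid replicate shows activation above 250% relative to neutral control wells; inactive = the rest, any valid replicate at or below 250%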;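 note: OY570 slx delta 5 strain wells were the positive control but not used for scaling; some compounds called inactive have numbers as strong as hits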
# CDK5 inh: CDK5/p35 (human) kinase inhibition; 330,000 tested, 0.01% active; AID 488839; Recombinant CDK5/p35, ADP-Glo luminescence, 60 min; inhibition, % at 10 µM; Q00535+Q15078;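 active = highest replicate inhibition of at least 50% and at least 75% of replicates reaching 50%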;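 note: plate controls were DMSO neutral control for no effect and GW8510 at 10 µM for full effect; many of its hits are not listed in these tables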
# Target sequence (Q00535 whole entry, looked up): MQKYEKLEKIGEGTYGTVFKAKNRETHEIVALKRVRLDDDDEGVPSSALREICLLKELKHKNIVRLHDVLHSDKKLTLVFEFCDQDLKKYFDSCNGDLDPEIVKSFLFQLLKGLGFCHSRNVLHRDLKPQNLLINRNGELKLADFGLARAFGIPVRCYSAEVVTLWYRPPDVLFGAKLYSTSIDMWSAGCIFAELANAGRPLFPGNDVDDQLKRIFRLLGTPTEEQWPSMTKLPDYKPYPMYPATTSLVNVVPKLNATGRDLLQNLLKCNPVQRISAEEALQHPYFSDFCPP
# Target sequence (Q15078 whole entry, looked up): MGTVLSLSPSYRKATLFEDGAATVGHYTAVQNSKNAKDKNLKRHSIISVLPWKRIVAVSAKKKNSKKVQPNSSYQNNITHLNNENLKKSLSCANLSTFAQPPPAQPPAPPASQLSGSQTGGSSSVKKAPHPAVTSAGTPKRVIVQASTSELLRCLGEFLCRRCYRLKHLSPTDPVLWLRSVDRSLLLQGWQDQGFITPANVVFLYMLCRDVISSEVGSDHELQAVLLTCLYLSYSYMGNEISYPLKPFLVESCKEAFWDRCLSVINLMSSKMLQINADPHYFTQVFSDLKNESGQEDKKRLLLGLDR
# Ecoli viability: bacterial growth inhibition, counter-screen for AddAB inhibitors; inhibition, % at 11.9 µM; E. coli V3065 growth, OD600 absorbance, 18 h; 330,000 tested, 0.27% active;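 active = inhibition above the campaign's mean inhibition across all tested compounds plus 3 SD, cut at about 9.9% in these data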;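 note: uninfected addAB+ strain grown without phage in ampicillin broth; 0% = DMSO wells and 100% = ciprofloxacin 0.95 µg/ml wells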
# AddAB inh: less growth of phage-infected E. coli with AddAB. 330,000 tested, 0.29% active. inhibition, % at 11.9 µM. E. coli expressing H. pylori AddAB, absorbance growth. AID 435030; in the data active = inhibition above about 12%;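 note: 0% = vehicle wells of infected cells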
# Tat transport: E. coli Tat transport inhibition; E. coli MC4100 TorA-mCherry Tat export, fluorescence; AID 488895; inhibition, % at 10 µM; 340,000 tested, 0.036% active;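 active = mean replicate inhibition at least 50% and at least half of replicates individually reaching 50%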;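 note: exported cargo escapes ClpAP degradation while cytoplasmic cargo is degraded and loses fluorescence; 0% = median of neutral control wells and 100% = median of NaSCN control wells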
# DAGLB inh: diacylglycerol lipase beta (human) inhibition; 340,000 tested, 0.059% active; inhibition, % at 5.17 µM; Q8NCG7; HEK293T DAGLB membrane lysate, EnzChek fluorogenic substrate; in the data active = inhibition above about 34%;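 note: 0% = enzyme with vehicle and 100% = wells lacking enzyme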
# HTR5A ag ctr: HTR5A agonism, opioid heterodimer counter-screen. P47898. HTR5A agonist assay, luminescence, cell-based. activation, % at 9.3 µM. 340,000 tested, 0.61% active. AID 504692; in the data active = activation mostly above about 9.5%, no sharp cut-off; inactive = mostly below about 7.6%;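 note: 0% = cells with vehicle only and 100% = reference agonist; strong numbers were not always called active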
# PKA-R1A activ: activators of PKA-R1A complex; PKA-R1A dissociation, Cy5-IP20 fluorescence polarization; scaled: DMSO 0%, 113 µM cGMP 100%; activation, % at 11.4 µM; 340,000 tested, 0.083% active; AID 504707;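 active = percent activation above the mean of all tested compounds plus 3 SD, cut at about 19% in these data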;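 note: higher means more PKAc released from R1A so a rise in polarization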
# HTR5A inv ag: HTR5A inverse agonism, opioid heterodimer counter-screen; HTR5A cell line, luminescence; 340,000 tested, 0.083% active; inhibition, % at 9.3 µM; AID 504634; P47898; in the data active = inhibition mostly above about 23%, no sharp cut-off; inactive = mostly below about 18%;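 note: 0% = cells with DMSO and 100% = no-cell wells with DMSO; some compounds called inactive have numbers as strong as hits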
# phage Ecoli inh: E. coli growth loss with phage present. growth absorbance. inhibition, % at 11.9 µM. 360,000 tested, 0.26% active; in the data active = inhibition above about 11%
# PKA-R2B act: PKA-R2B complex activation; AID 504700; activation, % at 11.4 µM; PKA-R2B holoenzyme dissociation, Cy5-IP20 fluorescence polarization; R2B truncated from residue 108, S112A mutant; 0% DMSO only, 100% 113 µM cGMP; 340,000 tested, 0.079% active;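 active = activation above a cutoff set at the mean over all compounds plus 3 SD, cut at about 18% in these data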;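 note: higher means more holoenzyme dissociation and a rise in polarization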
# Target sequence (P31323 whole entry, looked up, other chains not shown, the tested form may be a part): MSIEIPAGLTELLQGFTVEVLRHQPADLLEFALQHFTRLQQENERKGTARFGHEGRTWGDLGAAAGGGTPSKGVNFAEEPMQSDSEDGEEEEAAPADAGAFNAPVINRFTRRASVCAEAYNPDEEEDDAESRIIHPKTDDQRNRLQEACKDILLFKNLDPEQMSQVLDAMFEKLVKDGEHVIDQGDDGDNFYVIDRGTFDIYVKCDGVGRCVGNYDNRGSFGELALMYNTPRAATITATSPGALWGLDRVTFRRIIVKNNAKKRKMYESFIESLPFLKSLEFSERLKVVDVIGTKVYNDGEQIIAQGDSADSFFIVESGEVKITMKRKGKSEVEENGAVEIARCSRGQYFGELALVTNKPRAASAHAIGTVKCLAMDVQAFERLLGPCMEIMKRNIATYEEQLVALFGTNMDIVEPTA
# * hit, by the source's call; x = not tested or not shown; & = joins results of further samples.
SMILES,SUMO Mot1 rescue,CDK5 inh,Ecoli viability,AddAB inh,Tat transport,DAGLB inh,HTR5A ag ctr,PKA-R1A activ,HTR5A inv ag,phage Ecoli inh,PKA-R2B act
CCc1cc(=O)oc2cc(C)cc(OCC(=O)N3CCC(C(=O)NC(C)C)(c4ccccc4)CC3)c12,-6.7,-0.8,-1.4,1.3,3.7,1.3,-1.8,-3.0,-6.0,1.7,6.5
CCc1cccc2c(C(=O)CN3C(=O)N(C)C4(CCCCC4)C3=O)c[nH]c12,3.5,0.6,-0.5,0.3,-0.2,-8.4,2.6,-8.1,-6.4,4.5,-9.8
Cc1c(Cl)cccc1NC(=O)c1ccc(OCC(=O)NCc2ccccc2)cc1,-1.4,0.7,-0.4,2.9,0.4,-3.6,6.2,2.5,7.9,2.9,-6.7
O=C(NCc1ccccc1)c1ccccc1-c1nc2ccccc2[nH]1,181.0,0.5,-0.8,2.7,2.2,-0.8,6.5,4.1,-21.0,0.0,-18.5
CC(=O)Nc1ccc(Nc2ccc(N3C(=O)CCCC3=O)cc2[N+](=O)[O-])cc1,x,-0.9,-0.2,0.4,-0.7,6.0,-1.6,-8.8,-18.4,1.8,-12.7
CC(=O)Nc1ccc(Nc2c([N+](=O)[O-])cc(S(C)(=O)=O)cc2[N+](=O)[O-])cc1,0.6,0.4,2.6,3.4,-4.1,4.3,5.1,-8.0,-13.5,1.8,-8.7
CC(=O)c1ccc(OCc2ccccc2)c(C)c1O,-10.7,-2.0,0.2,1.9,-2.9,-13.1,-9.5,1.1,28.0*,-0.2,-15.4
O=C(NCCCc1ccncc1)C1CCC(=O)N(Cc2cccc(F)c2)C1 (stereo unspecified),-2.4,x,0.5,2.7,-1.3,-0.2,-2.5,-7.8,7.0,1.4,1.9
CCOc1ccc(N=Cc2c(C)[nH]n(-c3nc4ccccc4[nH]3)c2=O)cc1,-46.2,0.1,-0.1,1.2,-6.6,2.7,-2.2,6.3,8.1,4.7,4.9
COc1ccc(N2CCN(C(=O)COc3cccc4ccccc34)CC2)cc1,-10.3,1.7,1.4,3.4,0.1,-8.5,7.0,1.1,-17.8,x,-2.9
O=C(CSc1nnc(NC(=O)C2CCC2)s1)Nc1ccccc1Br,752.4,-0.6,-2.7,0.4,0.5,2.4,6.1,1.2,-17.3,-2.9,11.9
CCOC(=O)c1c[nH]c2c(Cl)c(Cl)ccc2c1=O,-12.2,-1.2,-3.7,0.4,-6.2,-1.2,2.1,1.5,9.6,3.2,4.0
C[C@H](CO)N1C[C@H](C)[C@@H](CN(C)S(=O)(=O)c2cn(C)cn2)Oc2c(NC(=O)Nc3ccc(C(F)(F)F)cc3)cccc2C1=O,-3.9,-1.0,1.8,-0.4,7.2,2.8,4.9,-2.8,25.8,3.0,1.4
CCN(CC)CCOC(=O)c1ccc(N/C=C(/C#N)c2nc(-c3ccc4c(c3)OCO4)cs2)cc1,-28.0,2.0,-3.0,-1.6,-1.3,-1.8,1.1,-16.1,12.4,5.9,1.2
Cc1ccc(NC(=S)NCCc2ccc(F)cc2)c(C)c1,10.4,1.0,0.2,1.4,10.0,-2.9,3.0,-9.1,-7.2,2.9,-8.8
CCN(Cc1cccc(F)c1)C(=O)c1ccc2ccccc2n1,-2.5,-0.7,-0.6,-0.3,3.9,-4.6,7.6,2.7,-21.7,1.2,-8.0
N#Cc1nc(COc2ccc(-c3ccccc3)cc2)oc1NCc1cccnc1,73.1,-1.2,-0.8,-0.3,-4.1,-0.3,-3.7,-2.4,-13.8,2.1,-2.6
O=C(NCCCn1ccnc1)c1nc(Cn2cc([N+](=O)[O-])cn2)no1,-5.2,0.5,2.4,0.6,1.9,0.1,3.8,-0.9,-17.2,1.5,0.4
Oc1ccc(C[C@H]2CNC(=S)N2CC2CCCN2C[C@H](Cc2ccc(O)cc2)N2C[C@H](Cc3ccccc3)N(CCc3ccccc3)C2=S)cc1 (stereo partly specified),x,0.2,x,x,1.1,4.9,-1.0,-14.9,3.5,0.8,-12.5
COc1ccc(-c2csc(NC(=O)C(CC(=O)O)N3CCOCC3)n2)cc1 (stereo unspecified),-7.5,0.5,x,x,6.0,-0.2,1.7,-7.7,-6.3,1.6,-2.3
COc1ccc(/C=N/NC(=O)c2ccco2)cc1Cn1nc(C)c([N+](=O)[O-])c1C,-5.0,0.4,-1.8,-1.7,-1.7,0.8,0.3,7.6,-0.8,2.3,2.4
COC(=O)CNC(=O)CSc1nc2sc(-c3ccccc3)cc2c(=O)n1-c1ccccc1,-15.4,1.1,0.2,0.6,4.3,4.7,-0.3,7.6,0.9,-0.8,0.9
CC1=Nc2cc(C(=O)NCCN3CCOCC3)ccc2Sc2c(C)ccc(C)c21,5.4,x,-0.6,1.2,0.4,-2.1,1.0,0.6,-0.1,-1.5,10.8
N#CC1=C(N)Oc2cc(O)ccc2C1c1ccccc1 (stereo unspecified),6.5,1.5,0.5,-1.0,-6.7,2.2,2.4,3.5,-6.0,3.1,-1.6
CCc1ccc(N2CC(C(=O)OCC(=O)N(CC)c3c(N)n(Cc4ccccc4)c(=O)[nH]c3=O)CC2=O)cc1 (stereo unspecified),x,1.3,x,x,-2.5,-2.4,4.3,7.8,-15.5,3.0,-5.1

# Single records, from the list above.
# Shown for O=C(NCCCn1ccnc1)c1nc(Cn2cc([N+](=O)[O-])cn2)no1 → SUMO Mot1 rescue = -5.2; CDK5 inh = 0.5; Ecoli viability = 2.4; AddAB inh = 0.6; Tat transport = 1.9; DAGLB inh = 0.1; HTR5A ag ctr = 3.8; PKA-R1A activ = -0.9; HTR5A inv ag = -17.2; phage Ecoli inh = 1.5; PKA-R2B act = 0.4
# Shown for Cc1ccc(NC(=S)NCCc2ccc(F)cc2)c(C)c1 → SUMO Mot1 rescue = 10.4; CDK5 inh = 1.0; Ecoli viability = 0.2; AddAB inh = 1.4; Tat transport = 10.0; DAGLB inh = -2.9; HTR5A ag ctr = 3.0; PKA-R1A activ = -9.1; HTR5A inv ag = -7.2; phage Ecoli inh = 2.9; PKA-R2B act = -8.8

# Remaining list, next part.
SMILES,SUMO Mot1 rescue,CDK5 inh,Ecoli viability,AddAB inh,Tat transport,DAGLB inh,HTR5A ag ctr,PKA-R1A activ,HTR5A inv ag,phage Ecoli inh,PKA-R2B act
O=C(NC1CCCCC1)C(c1ccccc1)N1CCCC1 (stereo unspecified),-6.0,0.9,0.4,2.6,2.0,0.5,0.5,0.2,3.5,2.6,-2.9
O=C(O)CC(CC(=O)N1CCN(C(=O)c2ccco2)CC1)c1ccccc1 (stereo unspecified),4.0,0.2,0.2,0.0,25.0,1.0,-1.1,-14.7,15.0,-1.0,-4.8
O=C(NCC1CCCCC1)C1(CC2CC(c3ccc(Cl)cc3)=NO2)CCNCC1 (stereo unspecified),7.4,0.5,-1.8,2.9,-3.1,3.7,13.2,0.6,-35.5,6.3,-1.0
COc1ccc(CN2C(=O)C(C)Nc3ncnc(N4CCN(c5ccccc5)CC4)c32)cc1 (stereo unspecified),12.9,0.0,-0.5,3.0,22.8,0.4,-13.3,-2.1,41.9*,3.8&3.6,-1.0
Cc1ccc(N2C(=O)CSC2=S)cc1C,x,-3.0,0.8,0.7,-2.0,-1.9,-1.4,-0.9,4.0,3.6,2.1
COc1ccc(N2CCN(S(=O)(=O)c3ccc4c(c3)CCCC4)CC2)c([N+](=O)[O-])c1,-5.4,-1.7,1.7,0.8,2.0,5.8,-6.2,6.0,16.2,1.9,-6.5
CCN(CC)S(=O)(=O)c1cc(NC(=O)CN2CCN(c3ccccn3)CC2)ccc1C,11.0,0.2,-1.2,-1.6,-5.1,-2.7,6.1,-0.9,1.2,2.5,6.5
CCOc1ccc(N(CC(=O)NCCc2ccccc2)C(=O)c2csnn2)cc1,212.0,0.2,-0.3,-2.0,-6.8,-0.1,7.7,3.1,-2.1,-4.8,-3.1
N#CC12C(N)=NC3(OCCO3)C1(C#N)C1=C(CCC1)NC2c1ccccc1 (stereo unspecified),-2.9,1.7,-0.7,-1.9,-6.8,1.9,-3.0,-15.4,-9.1,2.9,-6.8
CCSc1nnc2ccc(-c3ccco3)nn12,-2.1,-1.8,0.8,-0.5,-5.3,0.8,-1.9,2.2,-5.0,2.4,2.5
O=C(O)C1C2C=CC(O2)C1C(=O)NC1CCCc2ccccc21 (stereo unspecified),-0.7,-0.6,-2.3,2.1,-1.3,0.7,4.1,1.8,20.9,3.5,6.7
O=C(CSc1nnc(-c2ccco2)o1)c1ccccc1Cl,-11.8,1.0,-2.6,-1.4,-0.4,0.5,0.5,-17.3,-14.4,1.5,-7.0
COC(=O)Nc1nnc(-c2ccccc2OC)s1,-1.6,-1.2,0.5,5.3,-7.2,2.0,6.0,5.1,-15.6,1.5,-5.7
CN(Cc1cc2ccccc2[nH]c1=O)S(C)(=O)=O,7.6,0.7,-0.7,1.7,-7.2,-0.1,1.7,1.6,-2.2,3.3,3.2
NC(=O)C1(C(=O)O)OC1(c1ccc(Cl)cc1)c1ccccc1Cl (stereo unspecified),x,-0.1,x,x,4.8,-2.1,2.3,-0.1,-8.9,3.0,-9.1
Cc1ccc(-c2csc3nc(SCC(=O)N(C)C)n(Cc4ccccc4)c(=O)c23)cc1,56.2,-0.8,-1.2,2.2,0.0,-2.2,5.3,2.7,8.3,2.2,-1.8
CCOC(=O)C1(Cc2cccc(OC)c2)CCN(Cc2cccc3cnccc23)CC1,-18.9,1.5,-1.8,1.2,-0.7,-3.2,3.4,-0.4,19.4,0.6,-6.4
CCN1CCN(S(=O)(=O)c2cc(C)c(OC)cc2C)CC1,-12.6,-1.3,-0.4,-1.8,-0.7,-0.9,1.6,-1.5,14.7,1.6,-5.5
C[n+]1ccn(CC(=O)c2cccs2)c1,15.9,-0.5,2.9,4.0,-9.5,0.8,0.9,-12.4,0.6,2.4,-10.4
COC(=O)/C=C/c1cc(F)ccc1S(=O)(=O)NC(C)(C)C,121.0,0.9,-2.0,2.6,-7.8,-0.2,0.0,2.7,-15.9,1.9,-4.0
CCN(CC)CCNC(=S)Nc1ccc2nc(N3CCN(CC)CC3)cc(C)c2c1,-0.7,-5.2,1.0,-0.2,3.1,-0.8,1.9,-1.4,-6.7,-0.6,-1.6
N#Cc1ccc(C23CC4(C2)[C@H](CN(Cc2ccc(-c5ccccc5)cc2)[C@@H]4c2ccccc2)C3c2ccccc2)cc1 (stereo partly specified),-11.7,2.5,0.7,0.8,-3.2,-3.5,2.3,-2.6,11.9,1.5,0.2
CC(=O)c1cccc(OCC(O)CNCC2CCCCC2)c1 (stereo unspecified),20.7,-0.2,x,x,0.0,-0.1,1.6,4.8,-5.8,0.9,0.5
Cc1cccc(C(=O)OCC(=O)Nc2c(C)n(C)n(-c3ccccc3)c2=O)c1O,-9.0,1.0,-2.1,-1.3,-7.9,0.1,0.3,6.0,-0.7,0.5,-1.2
Cc1ccc(F)cc1NC(=O)CSc1n[nH]c(N)n1,13.3,0.5,1.0,0.8,2.1,0.6,3.5,1.5,-8.9,4.2,-2.3
C=CCc1c(Cl)nc(C)nc1NCc1ccccc1,-23.1,-0.6,0.9,3.0,-3.4,-1.9,4.0,-3.9,-26.9,2.8,-2.0
CC(/C=C/c1ccco1)=N/NC(=O)OC(C)(C)C,-5.3,-0.9,-0.9,0.2,3.4,0.2,-1.4,6.8,3.7,2.9,-6.4
CC(C)c1ccc(-n2cccc2/C=C2/C(=N)N3C=CSC3=NC2=O)cc1,9.8,-0.1,-1.9,0.9,1.7,-1.0,5.2,-7.5,6.5,1.2,-9.8
